TEAD-YAP inh – TEAD-YAP interaction inhibition, primary screen, TEAD-YAP interaction inhibitor project, luminescence, HEK-TIYL cells | TEAD-Gal4/YAP UAS-luciferase luminescence | inhibition, % at 9.12 µM | 1.4% of 640,000 active; in the data active means inhibition above about 32%;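 further: 0% = median of test compound wells and 100% = reference inhibitor wells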
GPR151 ag – activators of human GPR151, primary screen, cell-based, PathHunter beta-arrestin, luminescence; G-protein coupled receptor 151 (Homo sapiens), Q8TDV0; PathHunter beta-arrestin GPR151 cells; activation, % at 11.2 µM; 1% of 650,000 active; in the data active means activation above about 4.9%;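 further: 0% = median of compound wells and 100% = cells with positive control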
Target sequence (Q8TDV0 whole entry, looked up): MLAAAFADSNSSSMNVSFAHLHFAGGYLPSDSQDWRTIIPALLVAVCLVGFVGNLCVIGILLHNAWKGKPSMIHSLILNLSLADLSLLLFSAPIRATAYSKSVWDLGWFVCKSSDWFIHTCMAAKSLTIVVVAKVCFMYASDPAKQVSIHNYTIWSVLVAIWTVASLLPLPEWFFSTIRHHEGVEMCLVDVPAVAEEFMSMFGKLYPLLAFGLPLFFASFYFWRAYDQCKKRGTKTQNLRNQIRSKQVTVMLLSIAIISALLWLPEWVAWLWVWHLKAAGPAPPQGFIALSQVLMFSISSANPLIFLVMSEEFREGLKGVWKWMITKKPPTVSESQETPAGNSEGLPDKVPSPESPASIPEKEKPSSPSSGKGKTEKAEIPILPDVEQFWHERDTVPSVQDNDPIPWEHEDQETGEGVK
FBW7 activator – FBW7 E3 ligase activators, primary screen, biochemical, AlphaScreen, human. F-box/WD repeat-containing protein 7 (Homo sapiens), Q969H0. AlphaScreen FBW7–phospho-cyclin E peptide binding, activator screen. normalized activity (activation), % at 26.1 µM. 0.13% of 650,000 active. AID 1259310, 2017; in the data active means normalized activity above about 1.9%;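 further: purified mutant Fbw7 with reduced substrate affinity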
MITF inh – MITF inhibitors, primary screen, biochemical, AlphaScreen, human; inhibition, % at 2.6 µM; 0.91% of 650,000 active; AID 1259374, 2018; AlphaScreen MITF homodimerization, bead proximity signal; Microphthalmia-associated transcription factor (Homo sapiens), O75030; in the data active means inhibition above about 50%;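 further: 0% = vehicle wells with protein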
Target sequence (O75030 whole entry, looked up): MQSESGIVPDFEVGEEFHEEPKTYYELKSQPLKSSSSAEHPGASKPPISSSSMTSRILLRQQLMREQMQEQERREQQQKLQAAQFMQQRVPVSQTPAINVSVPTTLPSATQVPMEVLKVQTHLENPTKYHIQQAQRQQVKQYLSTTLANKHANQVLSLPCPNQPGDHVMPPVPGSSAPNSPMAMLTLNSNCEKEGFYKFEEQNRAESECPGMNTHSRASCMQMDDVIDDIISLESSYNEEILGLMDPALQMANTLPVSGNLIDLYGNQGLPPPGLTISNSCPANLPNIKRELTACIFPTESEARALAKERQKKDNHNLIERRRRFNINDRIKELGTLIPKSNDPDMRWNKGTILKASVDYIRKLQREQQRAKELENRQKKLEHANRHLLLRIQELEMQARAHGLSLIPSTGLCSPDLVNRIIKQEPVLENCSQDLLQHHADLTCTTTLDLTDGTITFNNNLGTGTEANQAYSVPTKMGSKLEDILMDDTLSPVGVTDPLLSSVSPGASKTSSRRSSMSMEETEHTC
Active calls of the source: *.

Results follow in this order: MITF inh, FBW7 activator, TEAD-YAP inh, GPR151 ag
CC1CCCCN1S(=O)(=O)c1ccc2c(c1)OCC(=O)N2 (configuration not stated)
  -4, -0.2, -4, 0.6
CCC1Sc2cc(S(=O)(=O)CCC(=O)Nc3ccc(C)c(F)c3)ccc2NC1=O (configuration not stated)
  5, -0.2, 10, 0.1
O=C(NCCOc1ccc(F)cc1)c1ccc(Cl)c([N+](=O)[O-])c1
  17, 0.2, -11, -0.1
Cc1ccc(NC(=S)N(CCCN2CCCC2)Cc2cccs2)cc1Cl
  1, 0.0, 4, -1.0
C/C(CC(=O)Nc1ccc2c(c1)OCCO2)=N\NC(=O)COc1cccc(C)c1
  -4, -0.1, -6, 0.5
COc1ccccc1N1CCN(/C(=N\S(=O)(=O)c2ccccc2)c2ccccc2)CC1
  12, 0.0, 0, 0.9
C=CCOC(=O)C1=C(C)Nc2c(c(=O)n(C)c(=O)n2C)C1c1ccc(Br)cc1 (configuration not stated)
  5, 0.0, 13, -0.4
CC(=O)c1ccc(S(=O)(=O)N(CCCO)Cc2cc3ccc(C)c(C)c3[nH]c2=O)cc1
  4, -0.1, -57, -1.3
CC(C)COc1ccc(C(=O)N/C(=C/c2ccc(OC(C)C)cc2)C(=O)NCCO)cc1
  -2, -0.2, 0, 3.9
COc1ccc(OCCCOc2c(C=O)cccc2OC)cc1
  15, 0.9, 5, -1.2
O=C(CSc1nc2ccsc2c(=O)n1CCc1ccc(Cl)cc1)NCC1CCCO1 (configuration not stated)
  10, 1.1, 3, 0.9
Cc1ccc(-c2csc(=S)n2CC(=O)OCC(=O)N(C)CCC#N)cc1
  -1, -0.1, 12, 0.1
Cc1ccc(S(=O)(=O)N2CCN(c3cnccn3)CC2)cc1
  7, 0.0, 9, 1.0
Cc1ccc(NC(=O)C2C3CC4OC(=O)C2C4C3)cc1Cl (configuration not stated)
  1, 0.2, 8, -2.0
O=C1CCC(CCNCc2ccc(F)cc2)N1Cc1cccc(-n2cccn2)c1 (configuration not stated)
  -17, -0.1, 0, -1.1
O=C(NNC(=S)NCc1ccc(F)cc1)c1ccncc1
  9, 0.1, 4, -0.8
Cc1cc(C)n(-c2ccc(S(N)(=O)=O)cc2[N+](=O)[O-])n1
  6, 0.1, -8, 0.2
COC(=O)c1cc(/C=N\n2cnnc2)cc(/C=N/n2cnnc2)c1O
  -6, -0.3, -3, 0.0
CCCC(=O)Nc1sc(C(=O)N(CC)CC)c(C)c1C(=O)OC
  0, 0.0, 0, -0.4
O=C(O)COCc1cc2cccc3c2n(c1=O)CCC3
  14, 0.7, -3, -0.4
CCCc1[nH]n(-c2ccc(F)cc2)c(=O)c1C=NCCSc1ccc(Cl)cc1
  -9, -0.3, -6, -1.1
O=C(O)CCn1c(C(=O)O)cc2sccc21
  -10, -0.1, -14, 1.8
Cc1ccc2c(c1)cc1c(=O)n(CC(=O)NCCC3=CCCCC3)nc(C)n12
  5, 0.1, -7, -0.8
CCOC(=O)CC(NS(=O)(=O)Cc1ccccc1)c1ccc(C)cc1 (configuration not stated)
  9, 0.5, -6, -1.1
O=C(NCCOc1ccccc1)c1ccnc(Nc2ccc(N3CCOCC3)cc2)c1
  3, 0.0, -3, -1.9
Cc1ccc2c(c1)N(CC(=O)N1CCc3ccccc31)C(=O)CO2
  -2, 0.0, 1, 1.3
CCOC(=O)c1ccc(CN(Cc2ccc(Br)cc2)S(=O)(=O)c2ccc(F)cc2)cc1
  8, 0.2, 6, -0.9
O=C(NC1CCCC1)c1c(O)c2cccc3c2n(c1=O)CC3
  1, -0.2, 10, 0.7
COc1cc(/C(C#N)=C/c2ccco2)c([N+](=O)[O-])cc1OC
  -9, -0.4, 4, -0.6
COc1ccc(CC(=O)Nc2ccccc2F)cc1
  -9, 0.0, -23, -1.8
CCOC(=O)C1CCN(C(=O)c2ccc(COc3cccc4c3OC(C)(C)C4)cc2)CC1
  5, 0.8, -12, -0.1
O=C(NCCC1=CCCCC1)c1ccc(Cl)s1
  0, 0.1, -68, 0.6
O=C(NCc1cccc(C(F)(F)F)c1)c1ccnc(Nc2ccncn2)c1
  2, -0.1, -5, -2.3
Cn1nc(C(C)(C)C)cc1C(=O)N1CCc2c(nc[nH]c2=O)C1
  3, -0.1, 9, -0.5
CCn1c(SCC(=O)OCC(=O)/C(C#N)=C(\C)N)nnc1-c1cccs1
  2, 0.1, 12, 1.8
O=C1N[C@H](CO)C(=O)N2C[C@@H](NCc3ccccc3F)C[C@@H]12
  -1, 0.0, -9, -2.0
COC(=O)c1ccc(-c2nc(O)c3c4ccccc4c(=O)[nH]n23)cc1
  -6, 0.1, 5, 0.2
Cn1c(=O)c2c(ncn2CC(=O)NCc2ccc3c(c2)OCO3)n(C)c1=O
  -3, -0.4, -6, -0.4
Cc1nn(CC(=O)N(CC2CCCO2)C2CCS(=O)(=O)C2)c(C)c1[N+](=O)[O-] (configuration not stated)
  -3, -0.1, 5, 0.5
CCCOc1ccc(/C(O)=C2\C(=O)C(=O)N(c3nc(C)c(C(=O)OC)s3)C2c2ccc(C(C)C)cc2)c(C)c1 (configuration not stated)
  -6, 0.1, -12, -0.7
O=C(O)c1c[nH]c2ccc(S(=O)(=O)N3CCCC3)cc2c1=O
  18, -0.1, 0, 1.5
O=C1C2CCCCC2C(=O)N1c1ccc(Cl)c(Cl)c1 (configuration not stated)
  4, 0.6, 4, 1.2
CNC(=O)c1ccccc1Nc1cc(Nc2ccc(N3CCOCC3)cc2)ncc1C(F)(F)F
  0, -0.3, 75*, -0.2
O=C(O)CC12CSc3[nH]c(=O)sc3C1c1ccccc1OC2=O (configuration not stated)
  9, 0.0, 0, 0.7
Cc1nn(-c2ccccc2)c(Oc2ccccc2)c1C=O
  5, -0.1, 5, 1.4
O=C(Nc1ccc2oc(-c3ccccc3F)nc2c1)c1ccc(Cl)c([N+](=O)[O-])c1
  -6, 0.2, -2, 0.7
CCOc1ccc(C(=O)CSc2nccn(-c3ccc(C)cc3)c2=O)cc1
  17, -0.1, 3, -1.0
CN1CCC(NC(=O)c2ccncc2)CC1
  4, 0.0, 5, 0.3
Cc1cccc(C)c1NC(=O)CSc1nnc(-c2ccc3[nH]c(C)c(C)c3c2)n1-c1ccccc1
  -9, 0.0, 5, 1.3
COC(=O)c1ccc(C(=O)OC)c(NC(=O)C2Cc3ccccc3C(=O)O2)c1 (configuration not stated)
  4, 0.2, 4, 0.1
COc1ccccc1N1CCN(C2CCN(Cc3cccc(F)c3)CC2)CC1
  62*, -0.1, 2, 0.3
Cc1ccc(C(=O)CN2C3=NCCN3c3ccccc32)cc1
  4, -0.1, -5, 0.0
Cc1cccc(Cl)c1OCCCn1ccnc1
  49, -0.1, 3, -0.4
COC1C(C#CC(C)(C)C)C1(C)C (configuration not stated)
  5, 0.1, 9, -0.5
Cc1ccc(S(=O)(=O)N(CC(=O)NCc2ccncc2)Cc2ccccc2)cc1
  24, 1.9*, -2, -1.2
CCOc1cc(/C=C2\C(=O)NN(c3ccc(Cl)c(Cl)c3)C2=O)ccc1OC(C)=O
  12, 0.0, 0, 0.2
CCCc1nnc(SCC(=O)N2C(C)CCCC2C)n1CC1CCCO1 (configuration not stated)
  7, -0.1, -6, -0.1
OCc1nc2ccccc2n1Cc1cccc(Br)c1
  -3, 0.0, -6, -1.0
COC(=O)c1cccc(NC(=O)COc2ccccc2)c1
  7, 0.1, -34, -0.8
Cc1cccnc1C1(O)CCN(CC(=O)NCc2ccco2)CC1
  -12, -0.1, 6, 0.3

Structures listed so far that have bromine (3):
Results follow in this order: MITF inh, FBW7 activator, TEAD-YAP inh, GPR151 ag
C=CCOC(=O)C1=C(C)Nc2c(c(=O)n(C)c(=O)n2C)C1c1ccc(Br)cc1 (configuration not stated)
  5, 0.0, 13, -0.4
CCOC(=O)c1ccc(CN(Cc2ccc(Br)cc2)S(=O)(=O)c2ccc(F)cc2)cc1
  8, 0.2, 6, -0.9
OCc1nc2ccccc2n1Cc1cccc(Br)c1
  -3, 0.0, -6, -1.0

3 structures out of the list, arranged by molar mass, ascending:
Results follow in this order: MITF inh, FBW7 activator, TEAD-YAP inh, GPR151 ag
Cc1ccc(NC(=O)C2C3CC4OC(=O)C2C4C3)cc1Cl (configuration not stated)
  1, 0.2, 8, -2.0
O=C(O)c1c[nH]c2ccc(S(=O)(=O)N3CCCC3)cc2c1=O
  18, -0.1, 0, 1.5
CCOC(=O)CC(NS(=O)(=O)Cc1ccccc1)c1ccc(C)cc1 (configuration not stated)
  9, 0.5, -6, -1.1

New compounds follow.
Results follow in this order: MITF inh, FBW7 activator, TEAD-YAP inh, GPR151 ag
COc1ccc(/C=N/NC(=O)c2cc(O)c(O)c(O)c2)cc1Cn1cnc([N+](=O)[O-])n1
  97*, 0.0, 5, -1.4
O=S(=O)(NCC(c1ccccc1)N1CCOCC1)c1ccc(Cl)cc1 (configuration not stated)
  14, 0.6, 11, 0.9
Cc1ccc(NC(=O)c2ccccc2)c(N)c1
  0, 0.2, -45, -2.6
CCN(C(=O)C1CCCC(OC)C1)c1nc2c(s1)CCc1occc1-2 (configuration not stated)
  5, -0.1, -6, 0.3
CCOC(=O)C(=O)N1N=C(c2cccc(Br)c2)CC1(O)C(F)(F)F (configuration not stated)
  -22, 0.1, -79, -0.1
O=c1[nH]c2ccc(Cl)cc2c(-c2ccccc2)c1Sc1nnc(-c2ccc(Cl)c(Cl)c2)n1C1CCCCC1
  12, 0.0, -1, -0.2
N#Cc1cc2cc3c(cc2nc1SCC(=O)NC1CCCCC1)OCCO3
  -6, -0.1, -6, 0.0
O=C(O)CCCNC(=O)/C(=C\c1ccccc1)NC(=O)c1ccc(Br)o1
  -10, 0.4, 7, 1.1
COc1cccc(-c2nc(-c3ccc(Br)cc3)no2)c1OC
  10, 0.1, -28, -1.0
COc1ccc(/C=C/C(=O)OCC(=O)c2cc(C)n(CC(F)(F)F)c2C)cc1
  -3, 0.1, -10, 0.3
COc1ccc(C(C)NC(=O)CN(c2ccc(OC)cc2OC)S(=O)(=O)c2ccccc2)cc1 (configuration not stated)
  4, 0.0, 16, -1.4
COc1ccc(CNC(=O)Cn2c3ccccc3c3nc(=O)cc(C)n32)cc1OC
  -3, -0.3, 15, 0.0
COc1ccc(NC(=O)CSc2nnc(C)c(=O)[nH]2)cc1OC
  0, -0.3, 2, -0.3
C=CCc1cc(Cl)ccc1OCCCNCCOC
  48, 0.4, -9, -0.5
COc1ccc(-n2nc(C(=O)NCC(=O)NCC3CCCO3)c3ccccc3c2=O)cc1OC (configuration not stated)
  4, 0.0, 3, 0.7
CC1(C)CC(=O)c2c(oc3c2cc(NS(=O)(=O)c2ccc(Cl)cc2)c2ccccc23)C1
  7, 0.1, 0, 0.1
COc1cccc(/C=C2\C(=O)N(c3ccccc3)N=C2C)c1O
  2, 0.0, -7, -1.6
C=C(C)Cn1c(NN)nc2c1c(=O)n(C)c(=O)n2C
  4, -0.2, 6, 0.6
COc1ccc2c(c1)CC(C(=O)Nc1ccc(-c3ccncc3)cc1OCCN1CCCC1)CC2 (configuration not stated)
  7, -0.3, -2, 0.5
COC(=O)c1ccc(NC(=O)N2CCC(CN3CCCCC3)CC2)cc1
  1, 0.1, -8, 3.4
O=C(NC(C(=O)O)c1ccccc1)c1ccc(C#CC2(O)CCCCC2)cc1 (configuration not stated)
  11, 0.2, 5, 1.0
CCOC(=O)Cn1c(=O)c2c(nc3n(-c4ccc(CC)cc4)c(C)c(C)n23)n(C)c1=O
  -16, 0.0, 4, -0.9
O=C(OCCN=C1NS(=O)(=O)c2ccccc21)c1cccs1
  -3, 0.7, 5, -0.6
CC1(C)C=C(N2CCN(C3=CC(C)(C)NC(C)(C)C3)CC2)CC(C)(C)N1
  -4, 0.0, -9, 0.9
CCOc1cccc(CN2CCc3nnc(C(C)NC(=O)C(C)C)n3CC2)c1O (configuration not stated)
  -9, -0.1, -6, 3.9
CCCCCCc1cc2c3c(c(=O)oc2cc1OCc1ccc(C(=O)OC)cc1)CCCC3
  7, -0.1, 1, -1.0
O=C(CC1Sc2ccccc2NC1=O)Nc1ccc(C(F)(F)F)cc1 (configuration not stated)
  -3, 0.0, -6, 1.1
CCOc1ccc(N(C(C)C(=O)N2CCC(C)CC2)S(C)(=O)=O)cc1 (configuration not stated)
  -6, 0.1, 7, 0.2
COc1ccccc1OCC(=O)Nc1ccncc1
  2, 0.0, -8, 0.6
c1cc(Nc2cc(NC3CC3)ncn2)ncn1
  1, -0.1, -40, 0.9

Continued (four carried over from the part before).
Results follow in this order: MITF inh, FBW7 activator, TEAD-YAP inh, GPR151 ag
O=C(CC1Sc2ccccc2NC1=O)Nc1ccc(C(F)(F)F)cc1 (configuration not stated)
  -3, 0.0, -6, 1.1
CCOc1ccc(N(C(C)C(=O)N2CCC(C)CC2)S(C)(=O)=O)cc1 (configuration not stated)
  -6, 0.1, 7, 0.2
COc1ccccc1OCC(=O)Nc1ccncc1
  2, 0.0, -8, 0.6
c1cc(Nc2cc(NC3CC3)ncn2)ncn1
  1, -0.1, -40, 0.9
COc1ccccc1NCC(=O)N/N=C(\C)c1ccc(Br)s1
  11, 1.0, 15, -0.7
O=C(Nc1cccc([N+](=O)[O-])c1)C(Cc1ccccc1)N1C(=O)C2C3c4ccccc4C(c4ccccc43)C2C1=O (configuration not stated)
  6, 0.0, 5, 1.1
O=C(c1ccc(Cn2ccnc2)cc1)N1CCN(Cc2nc3ccccc3[nH]2)CC1
  87*, -0.5, -3, -0.5
CC(CNC(=O)Cn1nnnc1CN1CCCCCC1)Oc1cccnc1 (configuration not stated)
  -2, 0.0, -5, -1.1

From PubChem
